# Epigenetic derep: derepresses silenced GFP reporter in murine cells | AID 1865 | Potency, µM (series often up to 53.9 µM), without a hit: top-dose GFP activation, hits mostly activators | murine LDR cells, GFP reporter derepression, 30 h | actives 0.2% (n = 280,000); further: % of control where 0% means no effect; nearly all actives have a fitted effect of over 60% in size
#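 Murine LDR cells carrying a silenced, genomically integrated CMV-driven GFP reporter were exposed to compound for 30 hours at 37 C. After PBS washes, GFP-positive cells (20–120 um objects) were counted by laser-scanning microplate cytometry.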
# ALDH1A1 inh: inhibitors of human aldehyde dehydrogenase 1A1; Potency, µM (highest dose often 75.3 µM), for inactives: at the top dose activity, negative = inhibition, actives largely listed as inhibitors; actives 7.3% (n = 220,000); Purified ALDH1A1, NADH fluorescence, propionaldehyde substrate; P00352; active means well fitted inhibition curve with a large enough effect, not every such curve was filed as active; inconclusive means small, poorly fitted or top-dose-only effect, or another doubt; inactive means no such curve, though single readings can be large or run the other way;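 further: plate controls were no enzyme wells and a reference inhibitor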
# Target sequence (P00352 whole entry, looked up): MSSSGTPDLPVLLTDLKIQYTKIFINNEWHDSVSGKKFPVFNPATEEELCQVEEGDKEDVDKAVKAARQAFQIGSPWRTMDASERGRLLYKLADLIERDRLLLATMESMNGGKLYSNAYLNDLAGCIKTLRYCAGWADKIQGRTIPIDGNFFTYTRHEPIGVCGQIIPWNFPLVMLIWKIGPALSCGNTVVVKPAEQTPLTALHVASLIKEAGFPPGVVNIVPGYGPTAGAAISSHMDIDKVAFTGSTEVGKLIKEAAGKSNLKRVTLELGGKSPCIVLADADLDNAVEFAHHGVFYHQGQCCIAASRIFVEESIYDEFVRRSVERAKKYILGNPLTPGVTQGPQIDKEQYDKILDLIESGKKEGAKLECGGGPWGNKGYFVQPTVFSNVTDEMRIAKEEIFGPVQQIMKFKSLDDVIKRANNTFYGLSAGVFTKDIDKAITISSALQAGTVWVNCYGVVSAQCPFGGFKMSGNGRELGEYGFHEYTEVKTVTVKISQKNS
# GAA spleen mod: inhibitors or activators of human alpha-glucosidase in spleen homogenate. human spleen homogenate, 4-MU-alpha-glucoside fluorescence. AID 2112. P10253. Potency, µM (titrated, usually from 79.9 µM), without a hit: at the top dose activity change, negative = inhibition, most hits filed as inhibitors. actives 0.006% (n = 240,000);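 further: 0% = enzyme with vehicle and -100% = no enzyme basal signal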
#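 Enzyme source: human spleen homogenate, 1 ug/well. Buffer 50 mM citric acid/K phosphate pH 5.0, 0.01% Tween-20. 4-MU-alpha-glucoside 1 mM; 37 C x 40 min; NaOH/glycine stop; fluorescence.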
# Tau fluor counter: counter-screen for tau fibril formation inhibitors. tau K18 P301L (four-repeat tau fragment) Alexa594 fluorescence, heparin fibrillization. Potency, µM (doses to about 57.7 µM), for the others: top-dose activity change, negative = decrease. actives 0.93% (n = 280,000); further: on the % scale 0 is the no-effect control and ±100 the full control effect; nearly all actives have a fitted effect of over 55% in size
#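 Human K18 P301L tau (15 uM unlabeled plus 0.24 uM Alexa 594-labeled, final) in 100 mM sodium acetate pH 7 was mixed with compound and 20 uM heparin and incubated 6 hr at 37 C.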
# NPSR antag: neuropeptide S receptor (human) antagonism, cAMP | CHO-NPSR cells, cAMP TR-FRET, antagonist mode | AID 1461 | actives 1% (n = 220,000) | Potency, µM (doses to about 38.3 µM), without a hit: at the top dose activity change, negative = inhibition, actives largely listed as inhibitors | Q6W5P4; further: on the % scale 0 is the no-effect control and ±100 the full control effect; nearly all actives have a fitted effect of over 50% in size; many of its hits are not listed in these tables
# Target sequence (Q6W5P4 whole entry, looked up): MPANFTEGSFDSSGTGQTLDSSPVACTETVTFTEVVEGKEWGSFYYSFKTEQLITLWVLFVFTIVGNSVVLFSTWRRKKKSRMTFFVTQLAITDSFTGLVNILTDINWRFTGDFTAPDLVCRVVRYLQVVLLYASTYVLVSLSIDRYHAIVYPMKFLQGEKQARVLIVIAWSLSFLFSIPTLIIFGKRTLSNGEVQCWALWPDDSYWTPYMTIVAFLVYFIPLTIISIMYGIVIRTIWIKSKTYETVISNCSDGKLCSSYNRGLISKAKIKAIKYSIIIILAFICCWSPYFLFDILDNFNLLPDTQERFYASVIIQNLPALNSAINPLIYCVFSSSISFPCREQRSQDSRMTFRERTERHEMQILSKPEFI
# GAA inh: blocks human lysosomal alpha-glucosidase; actives 0.005% (n = 200,000); P10253; Potency, µM (series often up to 76.9 µM), for inactives: at the top dose activity change, negative = inhibition, hits mostly inhibitors; AID 1466; purified human GAA, 4-MU-alpha-glucoside fluorescence;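 further: plate controls were uninhibited enzyme wells for no effect and no-enzyme background for full effect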
#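 Compounds are titrated up to 77 uM against 4 nM human enzyme. Substrate 4-methylumbelliferyl-alpha-D-pyranoside (400 uM) reacts 20 min at room temperature in pH 5.0 buffer; liberated 4-methylumbelliferone is read at 440 nm.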
# aGal spleen mod: inhibits or activates alpha-galactosidase in human spleen homogenate; P06280; human spleen homogenate, 4MU-alpha-Gal fluorescence, 40 min; Potency, µM (top dose mostly 80 µM), inactives show at the top dose activity change, negative = inhibition, usual class: inhibitors; actives 0.008% (n = 240,000);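 further: 0% = enzyme with vehicle and -100% = no enzyme basal signal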
#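 Spleen homogenate 1 ug + cpd (titration) + 4-MU-alpha-D-galactopyranoside 1 mM; 37C 40 min; 50 mM citrate/phosphate pH 5.0, 0.01% Tween-20; stop pH 10; fluorescence 365/440; AC50 via Hill.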
# GAA glycogen mod: GAA glycogen-cleavage inhibition or activation; AID 2100; actives 0.38% (n = 300,000); recombinant GAA, glycogen substrate, Amplex Red glucose oxidase fluorescence; Potency, µM (series often up to 76.4 µM), inactives show top-dose activity change, negative = inhibition, actives largely listed as inhibitors; P10253;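 further: 0% = full enzyme reaction and -100% = no-enzyme basal signal; the screen sought inhibitors and activators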
#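 Natural-substrate format: glycogen cleavage by 4 nM human enzyme, glucose read by Amplex Red coupling (Ex 573, Em 610 nm). Normalized to enzyme and no-enzyme controls.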
# An asterisk follows results filed as active; ? = inconclusive; / = not tested or not shown; & = joins results of further samples; [ ] = remark or other dose. Unless noted, the call rests on the fitted dose curve; in most records, active means well fitted curve in the direction sought with a large enough effect; inconclusive means small, poorly fitted or top-dose-only effect, or another doubt; inactive means no such curve, though single readings can be large; an effect the other way counts as inactive or inconclusive. Potency means the concentration at half of the fitted maximal effect.
# Order of values – aGal spleen mod	GAA glycogen mod	NPSR antag	GAA inh	Tau fluor counter	ALDH1A1 inh	Epigenetic derep	GAA spleen mod
CCCCNC(=O)Cn1cnc([N+](=O)[O-])n1
    0%	11%	5%	10%	0%	-2%	-1.1%	4%
C=CCOc1ccc(CNc2ccc(NC(=O)CCC)cc2)cc1OCC
    -2%	-18%	-13%	-6%	-23%	4%	0.9%	-15%
CCC(COC)NCc1cn(-c2ccc(F)cc2F)nc1-c1ccccc1C (stereo unspecified)
    1%	5%	-2%	?	-13%	-1%	0.0%	-2%
CCCCOc1ccccc1NC(=O)CSc1nnnn1C(C)(C)C
    -8%	3%	-25%[46.1 µM]	-5%	-10%	14%	-1.0%	0%
CN(Cc1ccccc1)c1nc2c(c(=O)[nH]c(=O)n2C)n1C
    -2%	3%	11%[46.1 µM]	-14%	1%	6%	0.0%	2%
O=C(NC1CCCCC1)n1c(=O)oc2ccccc21
    -6%	10%	-2%[46.1 µM]	-9%	9%	1%	1.9%	-6%
CC1=Nn2c(nc(-c3ccccc3)c2-c2ccccc2)NC(=O)C1Br (stereo unspecified)
    1%	-1%	-23%[46.1 µM]	3%	-12%	?	-4.3%	-3%
CCOC(=O)c1c(C)[nH]c(O)c1C=Nc1ccc(Cl)cc1
    7%	-3%	-4%[46.1 µM]	4%	-24%	-7%	2.1%	-7%
COc1ccc(Cl)cc1N1C(=O)C2CCCN2C1c1ccccc1F (stereo unspecified)
    9%	-8%	-18%[46.1 µM]	-8%	-13%	?	0.0%	3%
COc1ccc(C(CNC(=O)c2oc3ccc(Br)cc3c2C)N2CCCCC2)cc1 (stereo unspecified)
    2%	2%	-58%	?	-18%	0%	0.1%	3%
O=C(O)CSC1CC(=O)N(c2ccc(Cl)cc2)C1=O (stereo unspecified)
    -21%	9%	0%[46.1 µM]	-6%	1%	?	-2.5%	-10%
Cc1cc(/C=C2/NC(=O)NC2=O)c(C)n1-c1ccc(C#N)cc1
    9%	-1%	-16%	-15%	?	?	1.8%	-12%
N#C/C(=C\C=C\c1ccccc1)c1nc(-c2ccc3c(c2)OCO3)cs1
    3%	2%	-13%	-1%	-15%	2%	-1.0%	3%
Cn1c(-[n+]2c(-c3ccccc3)cc(-c3ccccc3)cc2-c2ccccc2)nc2c([N+](=O)[O-])cccc21
    2%	5%	7.9µM*	-4%	-25%	-13%	0.0%	0%
Cc1cccc(N2CCN(C(=O)c3cc(=O)[nH]c4ccccc34)CC2)c1C
    2%	0%	-15%	1%	2%	-1%	1.1%	7%
COc1ccc(S(=O)(=O)N2CCOCC2)cc1NC(=O)c1ccccc1-c1ccc(C(F)(F)F)cc1
    9%	2%	-9%	?	1%	17%	0.0%	2%
CN(C)/C=C1\C(=O)N(c2ccc(Cl)c(Cl)c2)CS1(=O)=O
    4%	3%	16%	-3%	1%	13%	-2.7%	/
COc1ccc(CCNC(=O)/C=C/c2ccc(C)cc2)cc1OC
    -22%	-7%	0%[46.1 µM]	5%	-7%	-3%	-2.3%	-6%
C=CCn1c(=O)c2ccccc2n2c(SCc3nc(N)nc(Nc4ccccc4C)n3)nnc12
    -7%	-1%	-14%[46.1 µM]	-2%	-9%	0%	-2.9%	-1%
CC1(C)OC(=O)C(=Cc2ccc(-c3ccc(S(N)(=O)=O)cc3)o2)C(=O)O1
    3%	12%	?	3%	2%	1%	0.0%	4%

# Four entries picked at random from those above:
# Order of values – aGal spleen mod	GAA glycogen mod	NPSR antag	GAA inh	Tau fluor counter	ALDH1A1 inh	Epigenetic derep	GAA spleen mod
CC1=Nn2c(nc(-c3ccccc3)c2-c2ccccc2)NC(=O)C1Br (stereo unspecified)
    1%	-1%	-23%[46.1 µM]	3%	-12%	?	-4.3%	-3%
O=C(NC1CCCCC1)n1c(=O)oc2ccccc21
    -6%	10%	-2%[46.1 µM]	-9%	9%	1%	1.9%	-6%
CN(Cc1ccccc1)c1nc2c(c(=O)[nH]c(=O)n2C)n1C
    -2%	3%	11%[46.1 µM]	-14%	1%	6%	0.0%	2%
COc1ccc(Cl)cc1N1C(=O)C2CCCN2C1c1ccccc1F (stereo unspecified)
    9%	-8%	-18%[46.1 µM]	-8%	-13%	?	0.0%	3%

# Other compounds
# Order of values – aGal spleen mod	GAA glycogen mod	NPSR antag	GAA inh	Tau fluor counter	ALDH1A1 inh	Epigenetic derep	GAA spleen mod
CCC(C)(C)n1nnnc1C(c1ccccc1)N1CCN(C2CCCC2)CC1 (stereo unspecified)
    -13%	7%	-14%[46.1 µM]	-2%	-8%	2%	-1.2%	-12%
Cc1ccc2oc(=O)c(/C=C(\O)c3ccccc3)nc2c1
    3%	?	15%	-1%	-15%	?	1.3%	1%
CCCCN1C(=O)c2ccc(C(=O)Nc3ccc(C)c(S(=O)(=O)N(C)C)c3)cc2C1=O
    -13%	-3%	-35%	1%	?	?	-1.1%	-10%
COC(=O)[C@@]1(Cc2ccc(F)cc2)[C@H]2c3cc(C(=O)N(C)C)n(CCSCCO)c3C[C@H]2CN1C(=O)c1ccccc1
    0%&-7%	-9%	-19%	-4%[15.4 µM]	0%&0%	-4%&5%	0.0%&0.2%	1%&3%
Cc1oc(-c2ccccc2F)nc1CS(=O)(=O)CC(=O)N1CCN(c2ccccc2)CC1
    1%	12%[76.3 µM]	-7%[46.1 µM]	-12%	-11%&-11%	1%	0.0%&6.8%	-22%
O=C(Nc1cccc([N+](=O)[O-])c1)c1cnccn1
    1%	-1%	9%	-5%	-11%	?	-1.9%	-6%
CC(NS(=O)(=O)c1ccccc1)C(=O)NCc1ccco1 (stereo unspecified)
    -3%	-12%	-9%[46.1 µM]	0%	-18%	24µM*	0.0%	-6%
CC(C)(C)c1ccc(C(=O)NC(=S)NCC2CCCO2)cc1 (stereo unspecified)
    -6%	7%	-17%[46.1 µM]	0%	-19%	?	0.0%	-8%
O=C(CCN1CCN(CC(=O)Nc2ccccc2Cl)CC1)Nc1ccccc1F
    -4%	14%	-13%[46.1 µM]	?	-8%	-1%	-1.1%	-8%
COc1ccc(N2CCSC2C(=O)NN)cc1 (stereo unspecified)
    -1%	?	9%	-4%	-9%	3.2µM*	-1.0%	3%
Cc1cc(NC(=O)c2cccc(S(=O)(=O)N3CCOCC3)c2)no1
    -2%	3%	-7%[46.1 µM]	-4%	-3%	8%	2.9%	-7%
CCOC(=O)N1CCN(C(=O)C2CCN(S(=O)(=O)c3ccc(C)cc3)CC2)CC1
    7%	6%	-11%[46.1 µM]	-4%	-10%	-9%	0.8%	1%
Cc1ccc(-n2nc(CC#N)c(C#N)c2N)cc1Cl
    4%	-6%	10%[46.1 µM]	0%	-3%	0%	-0.9%	-2%
CC1CCCC(C)N1/N=C/C=C/c1ccccc1[N+](=O)[O-] (stereo unspecified)
    5%	-13%	-20%	?	-29%	3.5µM*	-0.8%	4%
O=C(O)C(Cc1c[nH]c2ccccc12)NS(=O)(=O)c1ccc(Cl)cc1 (stereo unspecified)
    3%	2%	17%	-2%	3%	?	0.0%	3%
O=C1CCCN1CCCNC(=S)Nc1ccccc1Cl
    11%	-5%	11%	-1%	5%	8%	-2.9%	9%
CC1Cc2ccccc2N1CC(=O)Nc1ccc(Cl)c(S(=O)(=O)N(C)C)c1 (stereo unspecified)
    -4%	7%	-21%	-12%	?	?	2.5%	/
COc1ccc(NC2=C3CC(C)CC=C3N(c3ccc(OC)cc3)C2=O)cc1 (stereo unspecified)
    9%	?	-43%	3%	-25%	?	-0.1%	-7%
O=C(O)CC(NC(=O)c1cccc([N+](=O)[O-])c1)c1ccc2c(c1)OCO2 (stereo unspecified)
    5%	8%	21%	-1%	0%	10%	0.1%	2%
C=CCNC(=S)NNC(=O)c1ccc2c(c1)OCO2
    -5%	?	-3%[46.1 µM]	-4%	2%	1%	0.0%	3%

# Next section
# Order of values – aGal spleen mod	GAA glycogen mod	NPSR antag	GAA inh	Tau fluor counter	ALDH1A1 inh	Epigenetic derep	GAA spleen mod
COc1cc(OC)cc(-c2nc3cc(C)ccc3o2)c1
    2%	-4%	-8%[46.1 µM]	-1%	9%	?	-1.1%	1%
Cc1nc2c(sc3nc4c(cc32)COC(C)(C)C4)c(=O)n1Cc1ccccc1
    3%	4%	?	-2%	-17%	?	0.0%	4%
CNc1ccc(/C=C/C(=O)c2ccc3c(c2)OCCO3)cc1[N+](=O)[O-]
    -24%	1%	-15%	?	?	?	0.0%	-24%
COc1ccc(C2CC(C)(c3ccc(OC)cc3)Nc3ccccc3N2)cc1 (stereo unspecified)
    -2%	?	-33%	/	-28%	/	-0.4%	0%
OC1CN=C2CCCc3c2n(c2ccc(Cl)cc32)C1 (stereo unspecified)
    7%	16%	5%[46.1 µM]	-10%	-22%	-13%	-1.0%	-3%

# In the list so far, two have bromine.
# Order of values – aGal spleen mod	GAA glycogen mod	NPSR antag	GAA inh	Tau fluor counter	ALDH1A1 inh	Epigenetic derep	GAA spleen mod
CC1=Nn2c(nc(-c3ccccc3)c2-c2ccccc2)NC(=O)C1Br (stereo unspecified)
    1%	-1%	-23%[46.1 µM]	3%	-12%	?	-4.3%	-3%
COc1ccc(C(CNC(=O)c2oc3ccc(Br)cc3c2C)N2CCCCC2)cc1 (stereo unspecified)
    2%	2%	-58%	?	-18%	0%	0.1%	3%

# Compound activity from PubChem.

# Some of the compounds tested; count on the stated rates, not on these rows.
